# Bioassay records deposited in PubChem BioAssay by National Center for Advancing Translational Sciences (NCATS).
# S3 lipid droplet: qHTS Assay for Lipid Storage Modulators in Drosophila S3 Cells; AID 2685; actives 0.64% (n = 320,000); Drosophila S3 cells, BODIPY lipid droplet fluorescence, 18-24 h; cells fed with added oleic acid; lipid storage change, negative = inhibition, % at the top dose, mostly 46.1 µM; hits show Potency in µM; active = well fitted inhibition curve with a large enough effect in the signal ratio, with a control signal flat, not every such curve was filed as active; inconclusive = small, poorly fitted or top-dose-only effect, or effect the other way, or a change in a side signal; the % refers to the signal ratio
#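 Drosophila S3 cells got compounds at several concentrations plus oleic acid (400 uM solution). Laser-scanning cytometry with 488 nm excitation read lipid droplets at 500-530 nm and cells at 575-640 nm. Percent activity was relative to 20 uM Triacsin C.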
# S3 lipid droplet cell count max: second read-out of S3 lipid droplet, no call of its own (marks repeat the call); cell number change, %; measured here: cell count max response;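 cells counted by Cell Tracker Red CMTPX staining in the red channel; peak over a dose series mostly up to 46.1 µM; percent activity relative to internal control wells on each plate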
# * hit, by the source's call; i = inactive; ? = inconclusive; . = no result given; [ ] = another dose, or the depositor's remark. % is set by controls: 0 for no effect and ±100 for the full control effect; potency is the fitted concentration of half-maximal effect. These rows are one share of the data; the hit share may differ from the screen's.
# Second line of a record – S3 lipid droplet	S3 lipid droplet cell count max
1	CCOC(=O)c1ccc(Nc2cc(C)nc(-c3ccccc3)n2)cc1
    i	.
2	CC1CN(S(=O)(=O)c2ccccc2)CN1C(=O)N1CCOCC1 (configuration not stated)
    ?	.
3	Cc1cc(C)c(OCC(O)CNC(C)(C)C)c(C)c1 (configuration not stated)
    -0.9%	1.5
4	CC1CC=C2C(C#N)=C(N)C(C#N)(C#N)C(c3cccs3)C2C1 (configuration not stated)
    7.4%	2.9
5	O=C(CN1CCOCC1)Nc1c(C(=O)C2CC2)oc2ccccc12
    -1.4%	-1.7
6	Cc1ccc(S(=O)(=O)N(C)c2ccc(OCC(=O)N3CCCC(C(F)(F)F)C3)cc2)cc1 (configuration not stated)
    i	25.0
7	Cn1c(=O)[nH]c(=O)c2c1nc(SCCCO)n2CCCc1ccccc1
    ?	.
8	CCn1c2ccccc2c2cc(NC(=O)c3ccc(Br)o3)ccc21
    ?	.
9	O=C(CN1CCN(C(=O)C2CC2)CC1)Nc1cc(C(F)(F)F)cc(C(F)(F)F)c1
    ?	.
10	Cc1cc(C)c(C#N)c(N2CCOCC2)n1
    8.4%	20.1
11	O=S(=O)(c1cccs1)N1CCCc2cccc(O)c21
    ?	.
12	CCN(CC)C(=O)c1cc(-c2ccccc2OC)on1
    -1.7%	-14.2
13	CCc1ccc(N(C(=O)c2csnn2)C(C(=O)NC2CCCCC2)c2ccncc2)cc1 (configuration not stated)
    ?	.
14	COc1ccc(N2C(=O)C3CC=C(Cl)CC3C2=O)cc1 (configuration not stated)
    ?	.
15	COc1ccc(Cl)cc1NC(=O)CN1CCN(S(=O)(=O)N2CCC(C)CC2)CC1
    ?	.
16	CCOC(=O)c1cc(NCc2cccs2)ccc1N1CCOCC1
    16.0%	-1.3
17	CCn1nc(C)c(C(=O)Nc2cc(Oc3cc(C)cc(C)c3)cc([N+](=O)[O-])c2)c1C
    9.7%	.
18	CCn1cc([N+](=O)[O-])c(C(=O)N2CCOCC2)n1
    -9.4%	-13.3
19	CC1(C)CC(=O)C(C(C2=C(O)CC(C)(C)CC2=O)c2ccc(O)c([N+](=O)[O-])c2)=C(O)C1
    6.3%	1.7
20	COc1ccc(-c2nnc(SCc3cccnc3)o2)cc1
    0.3%	-16.9
21	CC(=O)c1ccc(N2C(=O)[C@@H]3C(C(=O)CCN4C(=O)c5ccccc5C4=O)=NN[C@@H]3C2=O)cc1
    25.0%	-1.3
22	O=C(NCc1cccnc1)Nc1ccccc1C(F)(F)F
    ?	.
23	O=C(O)c1ccc([N+](=O)[O-])c(CS(=O)(=O)c2ccccc2)c1
    ?	.
24	COc1ccc2c(c1)OC[C@H]1[C@H]2N2C(=O)CN(Cc3ccc(Cl)cc3)C(=O)[C@@]2(C)[C@H]1c1ccccc1
    27.9%	-18.8
25	Cc1nc(CNC(=O)C2CCC(=O)N(CCc3ccc(Cl)cc3)C2)sc1C (configuration not stated)
    5.2%	12.9
26	O=C(COc1ccc(/C=N/NC(=O)c2cc3ccccc3o2)cc1Cl)Nc1ccccc1
    ?	.
27	Cc1ccc(C(=O)NC(C)c2ccc(-n3ccnc3)cc2)cc1 (configuration not stated)
    ?	.
28	COc1ccccc1S(=O)(=O)Nc1ccc(S(=O)(=O)Nc2nccs2)cc1
    ?	.
29	Cc1nc2ccccc2c2oc(C(=O)Nc3ccc(C(C)C)cc3)cc12
    -1.6%	-3.3
30	Cn1nccc1C(=O)N(CCN1CCCCC1)CC1CCCN(C2CCCC2)C1 (configuration not stated)
    -28.7%	.

# Second line of a record – S3 lipid droplet	S3 lipid droplet cell count max
31	O=C(O)c1cn(-c2ccccc2)nc1-c1ccc(F)cc1
    i	-6.6
32	Cn1c(Sc2ccc([N+](=O)[O-])cc2C(F)(F)F)nnc1-c1ccccc1
    3.6%	.
33	O=C(CCCc1cccs1)Nc1nc(-c2ccc(F)cc2)cs1
    ?	.
34	O=C(NCCN1CCOCC1)c1ccncc1
    i	-7.1
35	Cn1cc(CN2CCc3c([nH]c4ccccc34)C2C(C)(C)C)cn1 (configuration not stated)
    15.8%	11.0
36	COc1ccc(-n2cc(-c3ccccc3)[nH]c2=S)c(OC)c1
    ?	.
37	O=C(Nc1ccccc1F)C1CC1c1ccccc1 (configuration not stated)
    9.6%	11.9
38	O=C(CSc1nnc(COc2ccc(Cl)cc2Cl)o1)Nc1ccccn1
    ?	.
39	CCN(CC)C(=O)Oc1nnc(SC(C)C)n1-c1ccc(Cl)c(Cl)c1
    -13.2%	-8.4
40	O=C(CCN1C(=O)[C@@H]2Cc3ccccc3CN2C1=O)N[C@H](Cc1ccccc1)C(=O)O
    -13.7%	-16.2
41	Cc1ccc[n+](-c2nc([O-])sc2C=O)c1
    ?	.
42	CC(C)(C)OC(=O)NCCC(=O)Oc1ccc2ccc(=O)oc2c1
    ?	.
43	COCCn1c(CN2CCc3ccccc3C2)nc2c1c(=O)n(C)c(=O)n2C
    ?	.
44	N=c1c2c(ncn1Cc1ccco1)Oc1c(ccc3ccccc13)C2c1ccccc1 (configuration not stated)
    ?	.
45	Cc1ccc(F)c(NC(=O)/C(C#N)=C(\O)c2ccc(C(C)(C)C)cc2)c1
    -9.6%	0.2
46	C/C(=N\NC(=O)C(N)=O)c1cccc([N+](=O)[O-])c1
    ?	.
47	COc1ccccc1NC(=O)Cn1nc(-c2ccc3c(c2)OCCO3)ccc1=O
    i	10.4
48	COc1ccc(Cn2c(=S)[nH]c3cc(C(=O)N4CCCCC4)ccc3c2=O)cc1
    i	18.1
49	Clc1ccc2c(N/N=C/c3cccc(Br)c3)ccnc2c1
    ?	.
50	COc1ccc(N(C)C(=O)c2cn(CC(C)C)c(=O)c3cc(OC)c(OC)cc23)c(OC)c1
    16.3%	5.5
51	CC1=CN2C(=N)/C(=C/c3ccco3)C(=O)N=C2S1
    ?	.
52	S=C(NC1CCCCC1)N1CCOCCOCCN(C(=S)NC2CCCCC2)CCOCCOCC1
    ?	.
53	Cc1ccccc1OCc1nc2ccccc2c(=O)n1/N=C/c1cn[nH]c1-c1ccc(Br)cc1
    ?	.
54	Cc1cc(C(=O)N/N=C/C=C/c2cccc([N+](=O)[O-])c2)n[nH]1
    ?	.
55	OCC1(CCc2ccccc2)CCCN(C/C=C/c2ccccc2)C1 (configuration not stated)
    5.9%	-7.0
56	Cc1ccc(C)c(N2N=C(C(=O)NCCN3C(=O)S/C(=C\c4cccnc4)C3=O)CCC2=O)c1
    ?	.
57	Cc1cc(C)c(NC(=O)C2CCCN2CCO)c(C)c1 (configuration not stated)
    i	.
58	COc1ccc(-c2cnnn2-c2ccc([N+](=O)[O-])cc2)cc1
    i	-2.7
59	CCOC(=O)CCc1c(C)nc(SCCCn2c(=O)[nH]c3ccccc32)c(C#N)c1C
    ?	.
60	COc1cc(CC(=O)Nc2ccc3nc(SC)sc3c2)cc(OC)c1OC
    10.9%	-11.1

# Second line of a record – S3 lipid droplet	S3 lipid droplet cell count max
61	CCC1C(=O)CC(c2ccco2)NC1c1ccco1 (configuration not stated)
    -1.8%	-0.1
62	Cc1cccc(-n2ncc3c(N4CCC(C)CC4)ncnc32)c1
    ?	.
63	O=C(c1ccc(Br)o1)N(Cc1ccccc1)Cc1ccccc1
    ?	.
64	CC(C)CNC(=O)COC(=O)c1ccccc1OCC(=O)Nc1ccc(Br)cc1
    ?	.
65	COc1ccc(S(=O)(=O)NC2CC(C)(C)NC(C)(C)C2)cc1
    i	-11.1
66	O=C(CSc1nnc(COc2ccccc2)n1Cc1ccco1)c1ccc(F)cc1
    ?	.
67	CCOC(=O)C1=C(C)NC2=C(C1c1ccc([N+](=O)[O-])cc1)S(=O)(=O)c1ccccc12 (configuration not stated)
    ?	.
68	Cc1ccc(OCC(=O)c2c(O)c3ccccc3oc2=O)cc1C
    ?	.
69	CCSc1nnc(NS(=O)(=O)c2ccc(C)cc2)s1
    ?	.
70	CCOC(=O)N1CCN(C(=O)CSc2nnc(-c3cc(OC)ccc3OC)o2)CC1
    9.3%	10.5
71	Cc1ccc(OCC(=O)Nc2ccc3c(c2)nc(CCN2CCCCC2)n3C)cc1
    ?	.
72	O=C(N/N=C/c1ccc(OC(F)F)cc1OC(F)F)c1cccc(S(=O)(=O)N2CCOCC2)c1
    ?	.
73	COc1cccc(N2CCN(CC(=O)NC(=O)NCc3ccco3)CC2)c1
    ?	.
74	COc1cccc(NS(=O)(=O)c2ccc3c(c2)CC(=O)N3)c1
    ?	.
75	COC(=O)[C@]1(CC(C)C)N[C@H](c2ccc(-c3ccc4c(c3)OCO4)cc2)[C@@H]2C(=O)N(C)C(=O)[C@@H]21
    -1.1%	5.6
76	O=C(NCc1ccco1)c1ccc(NS(=O)(=O)c2cccc(F)c2)cc1
    ?	.
77	O=C(NCCC1CCCCN1S(=O)(=O)c1cccs1)C(=O)NCc1ccccc1 (configuration not stated)
    ?	.
78	COc1ccc(N2CCOCC2)c(NC(=O)COc2cccc(C)c2C)c1
    i	-2.7
79	O=C(NN1CCOCC1)c1cc(S(=O)(=O)Nc2cccc(C(F)(F)F)c2)ccc1Cl
    -2.2%	16.6
80	COc1ccc(N=c2oc3c(OC)cccc3cc2C(=O)NCc2ccco2)cc1OC
    ?	.
81	CCCN(CCC)S(=O)(=O)c1ccc(C(=O)NCc2n[nH]c(=S)n2-c2ccc(Cl)c(Cl)c2)cc1
    ?	.
82	O=C(CSCc1c(Cl)cccc1Cl)Nc1cccnc1
    3.3%	2.2
83	CCCCCNc1nc(-c2ccccc2)cs1
    ?	.
84	CCOC(=O)C1CCCCN1Cc1ccc(F)c(Br)c1 (configuration not stated)
    2.5%	-23.6
85	Cc1nc(-c2cccnc2)sc1C(N)=O
    -6.3%	-12.5
86	COc1cc(C)c(S(=O)(=O)N2CCOCC2)cc1C
    10.4%	8.5
87	O=C(O)CCC(=O)NC1CCCCCCC1
    -10.4%	1.1
88	Cc1cc(C)n2c(SCCO)nnc2n1
    23.7%	8.8
89	O=C(N/N=C/c1nn(-c2ccccc2)cc1-c1ccc(Cl)cc1)c1ccncc1
    -4.3%	11.9
90	CC1CCCCC1NC(=O)c1cccc(NC2=NC3CS(=O)(=O)CC3S2)c1 (configuration not stated)
    ?	.

# The list goes on (three carried over from the part before).
# Second line of a record – S3 lipid droplet	S3 lipid droplet cell count max
88	Cc1cc(C)n2c(SCCO)nnc2n1
    23.7%	8.8
89	O=C(N/N=C/c1nn(-c2ccccc2)cc1-c1ccc(Cl)cc1)c1ccncc1
    -4.3%	11.9
90	CC1CCCCC1NC(=O)c1cccc(NC2=NC3CS(=O)(=O)CC3S2)c1 (configuration not stated)
    ?	.
91	COc1ccc(C(=O)NCC2OCCc3ccccc32)c(O)c1 (configuration not stated)
    ?	.
92	CCOC(=O)C1=c2/c(=C/c3ccncc3)c(N)c(C(=O)OC)n2C(=O)C(c2ccncc2)S1 (configuration not stated)
    ?	.
93	O=C(Nc1ccc(Cl)cn1)c1ccc(COc2ccccc2Br)o1
    ?	.
94	C=CCn1c(=O)/c(=C/c2ccc(Cl)cc2)s/c1=C(/C#N)c1nnc2n1CCCCC2
    ?	.
95	O=C(CSc1nnc(-c2cc(-c3cccs3)nc3ccccc23)o1)NC1CCCCC1
    ?	.
96	COc1cc(/C=N/NC(=O)CCc2n[nH]c(=O)[nH]c2=O)cc(OC)c1OC
    -11.1%	-6.9
97	O=C(CSCc1cnn(-c2ccccc2)c1-n1cccc1)NCc1cccs1
    ?	.
98	O=C(Cn1nc2sc3ccccc3n2c(=O)c1=O)c1ccc(Cl)cc1
    -5.2%	9.2
99	Cc1nn(C)c(C)c1NS(=O)(=O)c1ccccc1Cl
    ?	.
100	O=C(O)CCC(=O)Nc1ccc2c(c1)oc1ccccc12
    ?	.
101	Cc1ccc(C)c(N2CCN(C(=O)c3cccn4c(=O)c5sccc5nc34)CC2)c1
    4.3%	20.8
102	COc1ccc([N+](=O)[O-])cc1NC(=O)C(C)OC(=O)C1CC(=O)N(Cc2ccco2)C1 (configuration not stated)
    ?	.
103	CCn1cc(/C=C/C(=O)Nc2c(C)nn(Cc3ccccc3C)c2C)cn1
    ?	.
104	CCCC1=C(C(=O)OCC)C(c2ccc(O)cc2)n2ncnc2N1 (configuration not stated)
    ?	.
105	CC(=O)c1ccc(NC(=O)CCNS(=O)(=O)c2ccccc2F)cc1
    ?	.
106	COCCCNC(=O)CCn1c(=O)c2ccccc2n(CC(=O)Nc2ccc(C)cc2C)c1=O
    ?	.
107	CCc1ccc(-c2csc3ncn(CC(=O)N4CCOCC4)c(=O)c23)cc1
    1.6%	5.1
108	Cc1ccc[n+](CC(=O)c2ccc(Br)cc2)c1
    11.6µM*	14.7*
109	Cc1ccc(C(=O)N(CC(=O)NC2CCCC2)c2ccc3c(c2)OCCO3)s1
    ?	.
110	Cc1cc(NS(=O)(=O)c2ccc(NC(=O)C(C)N3C(=O)c4ccccc4C3=O)cc2)nc(C)n1 (configuration not stated)
    ?	.
111	CC1CC(C)CN(CC(=O)Nc2ccc(S(N)(=O)=O)cc2)C1 (configuration not stated)
    ?	.
112	CCOC(=O)c1cnc(SCC(=O)OCC(=O)N(CC)C2CCS(=O)(=O)C2)nc1N (configuration not stated)
    ?	.
113	Cc1ccc(S(=O)(=O)N2CCOCC2)cc1NC(=O)COC(=O)Cn1c(C)csc1=O
    -22.5%[0.0737 µM]	.
114	N#Cc1c(N2CCN(C(=O)c3ccco3)CC2)nc(-c2ccccc2)c2c1CCCC2
    ?	.
115	CCN(CC(=O)Nc1c(F)cccc1F)C(=O)C1CC1
    ?	.
116	COc1ccc(CCNC(=O)c2ccc(-c3ccc([N+](=O)[O-])cc3Cl)o2)cc1
    14.1%	5.1
117	Cc1cc(N2CCN(c3ccccc3)CC2)nc(-n2nc(C)cc2C)n1
    ?	.
118	CCN(CC)C(=O)c1ccc(C(=O)c2c(C)cc(C)cc2C)cc1
    ?	.
